Compound activity from PubChem.
Rtt109 Vps75 = C. albicans Rtt109 histone acetyltransferase inhibition. actives 0.16% (n = 330,000). Q5AAJ8. purified Rtt109/Vps75, ThioGlo CoA-SH fluorescence, 4 h. AID 540336. inhibition, % at 34.9 µM;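 active = inhibition of at least 50% in every replicate; inconclusive = best replicate reaches 50% inhibition but some replicates fall short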
Target sequence (Q5AAJ8 whole entry, looked up): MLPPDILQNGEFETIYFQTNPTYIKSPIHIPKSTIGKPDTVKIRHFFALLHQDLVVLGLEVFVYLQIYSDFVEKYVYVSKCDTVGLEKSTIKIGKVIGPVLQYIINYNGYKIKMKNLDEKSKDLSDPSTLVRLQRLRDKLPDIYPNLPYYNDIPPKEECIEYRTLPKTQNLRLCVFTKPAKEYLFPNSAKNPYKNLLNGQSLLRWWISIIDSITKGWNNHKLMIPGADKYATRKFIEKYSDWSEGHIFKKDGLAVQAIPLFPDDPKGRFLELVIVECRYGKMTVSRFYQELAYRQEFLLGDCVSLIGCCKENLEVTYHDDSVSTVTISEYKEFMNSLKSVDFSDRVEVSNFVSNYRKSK
SR-BI DiI inh = blocks mouse SR-BI lipid uptake from DiI-HDL | Q61009 | ldlA[mSR-BI] CHO cells, DiI-HDL uptake fluorescence, 3 h | inhibition, % at 12.5 µM | actives 0.96% (n = 320,000);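 active = mean replicate inhibition of at least 70% and a set share of replicates each scoring 70 or more; inconclusive = meets just one of the two criteria; inactive = fails both criteria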;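 note: 0% = median of neutral control wells and 100% = median of positive control wells; values of inactives mirror those of a sister screen read the other way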
Target sequence (Q61009 whole entry, looked up): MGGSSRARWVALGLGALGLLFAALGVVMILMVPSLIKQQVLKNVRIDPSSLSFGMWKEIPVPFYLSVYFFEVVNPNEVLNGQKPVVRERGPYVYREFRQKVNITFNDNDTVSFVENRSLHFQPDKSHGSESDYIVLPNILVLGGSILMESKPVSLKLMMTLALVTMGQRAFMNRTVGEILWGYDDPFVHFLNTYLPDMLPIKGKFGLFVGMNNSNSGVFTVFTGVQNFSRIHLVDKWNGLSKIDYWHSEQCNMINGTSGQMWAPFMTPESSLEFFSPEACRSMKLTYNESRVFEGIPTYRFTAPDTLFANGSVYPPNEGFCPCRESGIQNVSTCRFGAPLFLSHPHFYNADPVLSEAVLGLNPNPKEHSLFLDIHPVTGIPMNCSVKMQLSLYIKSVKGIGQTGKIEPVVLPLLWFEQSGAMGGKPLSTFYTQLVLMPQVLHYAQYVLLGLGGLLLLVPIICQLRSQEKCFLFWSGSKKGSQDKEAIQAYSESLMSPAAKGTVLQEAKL
CAL PDZ FP-1 = blocks peptide binding to human CAL PDZ domain. purified CAL PDZ, TMR-peptide fluorescence polarization, 1 h. AID 504414. actives 0.02% (n = 330,000). Q9HD26. inhibition, % at 20 µM;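 active = highest replicate inhibition of at least 40%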;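 note: plate controls were DMSO neutral control wells for no effect and unlabeled competitor peptide control wells for full effect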
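Material: tagged CAL PDZ protein CerCALP, purified; buffer or medium: sodium phosphate/NaCl buffer pH 7.4 with TCEP, IgG, Thesit; also added: fluorescent TMR peptide probe; schedule: 1 h incubation at room temperature before polarization reading; technique: fluorescence polarization from S- and P-plane intensities, G-factor corrected; control set: unlabelled peptide and DMSO controls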
SR-BI uptake up = activators of SR-BI mediated HDL lipid uptake; CHO ldlA[mSR-BI] cells, DiI-HDL uptake fluorescence, 3 h; 100 = double the neutral-control signal; activation, % at 12.5 µM; actives 0.096% (n = 320,000);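 active = mean replicate activation of at least 60% and every replicate at or above 60%; inconclusive = mean or all-replicate condition met, but not both; inactive = mean below 60% and not all replicates reaching 60%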;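 note: 0% = median plate neutral-control signal and 100% = twice that signal; values of inactives mirror those of a sister screen read the other way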
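Material – SR-BI-overexpressing, LDLR-lacking CHO cells · Medium – BSA-supplemented, HEPES-buffered Ham's F12, pH 7.4 · Doses – single concentration · Times – compound with DiI-HDL co-incubation, 3 h at 37 °C · Measured by – bottom-read fluorescence, 550/595 nm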
PvdQ acylase = blocks Pseudomonas aeruginosa PvdQ acylase activity; actives 0.063% (n = 340,000); inhibition, % at 10 µM; purified PvdQ acylase, fluorescence plate reader; in the data active = inhibition above about 30%, passing the limit was not always enough; inconclusive = no clear call, values can overlap the other calls;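 note: 0% = vehicle neutral wells and 100% = reference inhibitor wells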
NSD2 inh = blocks human histone methyltransferase NSD2; O96028; NSD2 peptide methylation, AlphaScreen, 120 min; inhibition, % at 12.5 µM; actives 0.54% (n = 310,000); AID 743445; in the data active = inhibition above about 50%
CAL PDZ FP-2 = inhibitors of human CAL PDZ peptide binding | purified CAL PDZ, TMR-peptide fluorescence polarization, 1 h | inhibition, % at 24.9 µM | actives 0.92% (n = 300,000) | AID 602252;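 active = mean inhibition of at least 30% with at least half of replicates also reaching 30%; inconclusive = no clear call, values can overlap the other calls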;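 note: 0% = DMSO neutral control and 100% = excess unlabeled competitor peptide PRC23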
PfHsp90 yeast 2 = inhibits growth of yeast expressing Plasmodium falciparum Hsp90; S. cerevisiae expressing PfHsp90, BacTiter-Glo ATP, 48 h; yeast lacking PDR1 and PDR3 efflux regulators; AID 504621; inhibition, % at 9.4 µM; actives 0.32% (n = 310,000);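 active = every replicate shows inhibition above about 80%, whatever the replicate mean, limit read from the data; inconclusive = mean inhibition reaches the set limit but some replicate falls short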;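 note: 0% = DMSO neutral controls and 100% = 20 µM radicicol positive controls; yeast relying on Plasmodium falciparum Hsp90 in place of its own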
dFosB act = activators of mouse delta FosB homodimer; P13346; purified delta FosB, TAMRA-CDK5 oligo fluorescence polarization; percent of positive-control signal above neutral wells; activation, % at 25 µM; actives 0.99% (n = 340,000); AID 493131;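 active = mean activation above about 17%, with every replicate also reaching it, limit read from the data, passing the limit was not always enough; inconclusive = only one of the two conditions met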;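 note: fluorescence polarization rise as delta FosB binds a TAMRA Cdk5 AP-1 oligo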
MITF TRPM1 HTS = increases MITF-driven TRPM1 promoter luciferase signal; SK-MEL-5 TRPM1-promoter luciferase, 24 h; % of positive control, neutral wells = 0; activation, % at 12.5 µM; actives 0.75% (n = 300,000);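 active = mean activation of at least 80% with every replicate also reaching 80%; inconclusive = mean reaches 80% but some replicate falls short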;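 note: 0% = neutral control wells and 100% = parthenolide positive control wells; values of inactives mirror those of a sister screen read the other way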
An asterisk follows results filed as active; ? = inconclusive; / = not tested or not shown.

PvdQ acylase	dFosB act	Rtt109 Vps75	PfHsp90 yeast 2	NSD2 inh	CAL PDZ FP-1	CAL PDZ FP-2	SR-BI uptake up	MITF TRPM1 HTS	SR-BI DiI inh	Structure
9	-9	2	13	-1	-1.7	-3	13	-2	-13	Cc1ccc(NC(=O)CCc2nc3ccccc3c(=O)[nH]2)cc1S(=O)(=O)N1CCOCC1
1	-3	1	3	18	0.0	/	-31	13	31	CCCN1C(=O)/C(=C/c2ccc(N3CCOCC3)cc2)NC1=S
0	8	/	-15	0	-0.7	-3	-54	-4	54	COc1ccc(CCNC(=O)c2nnn(CC(=O)Nc3ccccc3)c2N)cc1OC
-6	-1	-7	-9	68*	-3.3	-4	-14	17	14	O=[N+]([O-])c1ccc(N(CC(O)CN2CCCCC2)S(=O)(=O)c2ccccc2)cc1 (stereo unspecified)
0	-8	-3	/	/	-1.8	-3	-12	-14	12	Cc1nc2cc(NC(=O)Nc3ccccc3Cl)ccc2n1C
-1	-5	-1	11	1	-1.3	-3	7	/	-7	CC(C)=C(NC(=O)c1ccccc1Br)C(=O)NCCc1nc2ccccc2[nH]1
-2	-1	0	-16	3	-2.3	-9	1	11	-1	COc1ccc(OCCSc2nc(-c3ccccc3)cc(=O)[nH]2)cc1
-14	0	-4	-33	2	0.9	-16	4	-8	-4	O=C(NCCO)c1cc2ccccc2cc1O
-8	-1	-16	3	-2	-0.8	1	24	11	-24	Cn1c(=O)c2c(ncn2CC(N)=O)n(C)c1=O
-14	1	-2	6	-2	0.1	-1	9	9	-9	COc1ccc(Cl)cc1C(=O)NNC(=O)COC(=O)c1ccc(Br)o1
-12	-6	4	/	-1	-3.1	-3	-4	-1	4	O=C(CSc1nc(-c2ccco2)cc(C(F)(F)F)n1)NCC1CCCO1 (stereo unspecified)
5	-13	-95	1	1	-1.7	-2	-9	-24	9	O=C1Nc2ccc(S(=O)(=O)NCC3CCCO3)c3cccc1c23 (stereo unspecified)
-3	-9	1	-12	-2	-0.7	0	5	?	-5	COc1ccc(C(=O)c2ccc(CC#N)s2)cc1
9	1	-4	-54	39	-0.8	-2	26	-2	-26	CCOC(=O)c1c(Cl)c(C)nn1-c1nc(OC)cc(OC)n1
-17	-2	15	-26	0	0.3	-2	17	-13	-17	C[C@@H]1CCC2[C@](C)(CO)[C@@H](O)CC[C@]2(C)[C@@]12CC[C@@](CO)(CC(=O)O)O2 (stereo partly specified)
-8	-3	0	104*	/	17	9	15	-4	-15	CC[C@H](C)/C=C/C1=CC2=C(Cl)C(=O)[C@@]3(C)OC(=O)C(C(=O)[C@H](C)[C@@H](C)O)=C3C2=CO1
1	5	-3	-6	/	0.4	-4	10	-8	-10	CC(C(=O)N1CCOCC1)c1ccccc1 (stereo unspecified)
-5	-4	-13	8	-5	-0.3	-7	/	/	/	CC1(C(=O)N(CC(=O)NC2CCCC2)Cc2ccc(Cl)cc2)CC(=O)N=C2C=CC=CN21 (stereo unspecified)
9	-3	-8	9	4	1.7	0	10	-15	-10	O=C(Nc1ccc(S(=O)(=O)NCc2ccccc2)cc1)C1CCCCC1
-8	-8	-3	-20	-1	-2.1	-2	-10	-43	10	O=C(/C=C/c1ccc2ccccc2n1)N1CCN(S(=O)(=O)c2ccc(F)cc2)CC1
-10	-15	3	-9	0	-1.2	-9	27	1	-27	COc1ccc(CNC(=O)C(c2ccncc2)N(C(=O)Cc2cccs2)c2ccc(C)cc2)cc1 (stereo unspecified)
-16	-4	-11	25	1	-0.3	/	-1	-51	1	CCOc1ccc(-n2c(-c3ccc(Cl)cc3)c[n+]3c2SCC3)cc1
-3	4	-1	-10	-3	-1.7	-2	-7	/	7	COc1ccc(NC(=O)Cn2nnc(C(=O)NCc3ccco3)c2N)c(OC)c1
-3	-16	13	-15	0	-1.6	-2	-7	61	7	O=C(CSc1ccc(-c2cccs2)nn1)c1cccs1
-8	0	-4	4	0	-0.7	-3	-3	-8	3	CCOC(=O)c1sc2ncnc(Nc3cccc(C(=O)O)c3)c2c1C

Laid out differently: 6 of the compounds above
| SMILES | PvdQ acylase | dFosB act | Rtt109 Vps75 | PfHsp90 yeast 2 | NSD2 inh | CAL PDZ FP-1 | CAL PDZ FP-2 | SR-BI uptake up | MITF TRPM1 HTS | SR-BI DiI inh |
| --- | --- | --- | --- | --- | --- | --- | --- | --- | --- | --- |
| COc1ccc(CCNC(=O)c2nnn(CC(=O)Nc3ccccc3)c2N)cc1OC | 0 | 8 | / | -15 | 0 | -0.7 | -3 | -54 | -4 | 54 |
| O=C1Nc2ccc(S(=O)(=O)NCC3CCCO3)c3cccc1c23 (stereo unspecified) | 5 | -13 | -95 | 1 | 1 | -1.7 | -2 | -9 | -24 | 9 |
| CCOc1ccc(-n2c(-c3ccc(Cl)cc3)c[n+]3c2SCC3)cc1 | -16 | -4 | -11 | 25 | 1 | -0.3 | / | -1 | -51 | 1 |
| COc1ccc(CNC(=O)C(c2ccncc2)N(C(=O)Cc2cccs2)c2ccc(C)cc2)cc1 (stereo unspecified) | -10 | -15 | 3 | -9 | 0 | -1.2 | -9 | 27 | 1 | -27 |
| CC1(C(=O)N(CC(=O)NC2CCCC2)Cc2ccc(Cl)cc2)CC(=O)N=C2C=CC=CN21 (stereo unspecified) | -5 | -4 | -13 | 8 | -5 | -0.3 | -7 | / | / | / |
| CCOC(=O)c1sc2ncnc(Nc3cccc(C(=O)O)c3)c2c1C | -8 | 0 | -4 | 4 | 0 | -0.7 | -3 | -3 | -8 | 3 |

New compounds follow:
PvdQ acylase	dFosB act	Rtt109 Vps75	PfHsp90 yeast 2	NSD2 inh	CAL PDZ FP-1	CAL PDZ FP-2	SR-BI uptake up	MITF TRPM1 HTS	SR-BI DiI inh	Structure
11	0	-1	-3	-1	-0.1	-4	12	5	-12	CCOc1ccc(S(=O)(=O)N/N=C(\C)c2ccc(Cl)c(Cl)c2Cl)cc1
-9	-3	-16	7	0	-1.3	1	-19	0	19	O=C(NCC1c2ccccc2CCN1C(=O)CN1C(=O)c2ccccc2C1=O)C1CCCCC1 (stereo unspecified)
23	-2	0	3	0	-1.6	-6	35	5	-35	COc1nc(N)c(S(=O)(=O)c2ccccc2C)cc1C#N
3	-2	-4	3	0	-0.1	8	-10	-6	10	COc1ccc(OC)c(/C=N\Nc2nccs2)c1
-5	-5	4	0	-3	0.2	-4	-14	/	14	CCC(=O)c1ccc(OCC(O)CN2CCN(S(=O)(=O)c3ccc(NC(C)=O)cc3)CC2)cc1 (stereo unspecified)
0	1	2	5	/	0.3	-3	16	-11	-16	CC1(C)CC(=O)C(C=NCCc2ccc(O)cc2)=C(O)C1
-13	-8	/	-39	-3	-0.5	-2	0	3	0	Cc1cccc(-n2cc(CN3CCN(c4ccccn4)CC3)c(-c3cccc(F)c3)n2)c1
-4	-3	-2	-11	6	-6.4	-4	18	-12	-18	COc1ccccc1N1CCN(CCCCCCOc2ccc(F)cc2)CC1
2	-1	7	-19	-3	1.9	-3	-32	-5	32	COc1ccc2c(c1)C(=O)CC(c1ccc(OC)c(OC)c1)O2 (stereo unspecified)
-13	5	1	-7	-4	-2.4	-4	0	-8	0	NC(=O)CN1C(=O)NC2(CCCc3ccccc32)C1=O (stereo unspecified)
-8	-6	-12	-1	-2	-2.0	4	37	18	-37	O=C(c1ccco1)N1CCN(C(=O)C2CCCN(S(=O)(=O)Cc3ccccc3)C2)CC1 (stereo unspecified)
-4	-2	-9	/	2	0.5	-4	14	1	-14	CCC(C)[C@H](NC(=O)N1CCCC1)C(=O)OC (stereo partly specified)
-12	-8	2	-1	4	-2.1	0	-17	8	17	O=C(Nc1cc([N+](=O)[O-])ccc1C(=O)NCCN1CCOCC1)c1ccccc1
-6	-13	/	12	-2	-3.5	-1	-6	10	6	CCCn1nc(NC(=O)CC)c2cc3cccc(C)c3nc21
-9	-2	6	4	20	-1.3	-12	2	-7	-2	COc1ccc(NC(=S)NCc2ccc(F)cc2)cc1
4	2	1	28	4	-0.6	-2	7	-8	-7	CCCCCNc1nc2ccccc2nc1NS(=O)(=O)c1cccs1
8	-1	3	0	1	0.4	-4	-6	-6	6	O=C(CN1CCCCC1)Nc1cccc2c1OCO2
4	-8	7	/	0	-2.9	-5	-8	-10	8	CCC(C)(C)NC(=O)C(c1cccs1)N(C(=O)c1ccn[nH]1)c1ccccc1 (stereo unspecified)
1	-11	1	14	/	-0.2	/	5	-4	-5	Cc1ccc(C(=O)O)cc1NC(=O)C1CCCN1S(=O)(=O)c1cccc2nsnc12 (stereo unspecified)
-11	6	6	-6	-4	0.1	-1	12	-4	-12	Cc1cc(N2CCOCC2)nc(N2CCOCC2)n1
12	-1	12	-7	/	-3.1	-2	/	-5	/	O=C(NC(C(=O)N/N=C/c1cccnc1)c1n[nH]c(=O)c2ccccc12)c1ccccc1 (stereo unspecified)
1	3	-9	-18	1	-1.2	-6	16	/	-16	Cc1ccc(Cl)cc1NC(=S)NN
11	4	0	-7	-1	-9.3	-4	19	2	-19	COCCN1C(=O)/C(=C/c2ccc(OCc3ccc(C(=O)O)cc3)c(OC)c2)SC1=Nc1ccccc1
4	-9	5	10	0	-3.1	0	-2	-4	2	CC(C)CN(C(=O)COC(=O)Cc1c[nH]c2ccccc12)c1c(N)n(Cc2ccccc2)c(=O)[nH]c1=O
-7	-1	51*	-2	6	-1.0	-6	15	2	-15	COc1ccc(CCNC(=O)CN2C(=O)NC3(CCCCC3C)C2=O)cc1 (stereo unspecified)
-6	5	-9	-22	-1	-2.8	0	/	4	/	Cc1cc(C)n(-c2nc(Nc3ccccc3)nc(-n3nc(C)cc3C)n2)n1
2	-10	36	-10	-4	-1.3	-2	-5	-2	5	CN1c2ccc(Cl)cc2C(=O)NC1C1CC=CCC1 (stereo unspecified)
